High-throughput results as filed in PubChem.
PrPC TRFRET = inhibitors of human cell surface prion protein PrPC, primary screen, cell-based, TR-FRET; inhibition, % at 13.8 µM; Major prion protein (Homo sapiens), P04156; TR-FRET read-out; 370,000 compounds, 0.43% hits; in the data active = inhibition above about 24%; also: 0% = median of the test wells and 100% = reference compound wells
Rv3671c inh = Rv3671c serine protease inhibitors, primary screen, biochemical, fluorescence polarization, M. tuberculosis H37Rv. P9WHR9. inhibition, % at 5.96 µM. 320,000 compounds, 0.048% hits. AID 2606, 2010; in the data active = inhibition above about 38%;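 also: extracellular domain of Rv3671c used as enzyme; 0% = enzyme with DMSO and 100% = no enzyme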
Target sequence (P9WHR9 whole entry, looked up, the tested form may be a part): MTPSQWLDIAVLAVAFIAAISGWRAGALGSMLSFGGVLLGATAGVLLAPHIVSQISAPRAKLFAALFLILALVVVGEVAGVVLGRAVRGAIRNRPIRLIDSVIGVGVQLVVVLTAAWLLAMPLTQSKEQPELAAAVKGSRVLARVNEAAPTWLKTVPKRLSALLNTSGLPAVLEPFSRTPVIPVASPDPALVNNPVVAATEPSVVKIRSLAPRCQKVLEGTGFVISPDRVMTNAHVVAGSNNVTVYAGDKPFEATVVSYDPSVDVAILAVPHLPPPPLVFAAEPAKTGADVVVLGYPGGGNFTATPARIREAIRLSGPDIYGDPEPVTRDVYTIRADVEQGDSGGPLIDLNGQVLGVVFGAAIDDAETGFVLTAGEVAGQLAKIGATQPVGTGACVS
Anthrax LF prot = Bacillus anthracis LF protease inhibitors, primary screen, biochemical, multiplex microsphere, MLPCN library | inhibition, % at 10 µM | Lethal factor (Bacillus anthracis), P15917 | 360,000 compounds, 0.12% hits | multiplex microsphere protease cleavage assay; also: plate controls were buffer without enzyme for full effect and enzyme alone for no effect
BoNT-F LC inh = BoNT/F light chain protease inhibitors, primary screen, biochemical, flow cytometry, MLPCN library; AID 588497, 2011; 360,000 compounds, 0.22% hits; Multiplex microsphere protease cleavage assay; inhibition, % at 10 µM; Botulinum neurotoxin type F light chain protease (Clostridium botulinum); in the data active = inhibition above about 35%, passing the limit was not always enough; inconclusive = no clear call, values can overlap the other calls; also: plate controls were buffer without enzyme for full effect and enzyme alone for no effect
MazEF act = activators of E. coli MazEF toxin-antitoxin RNase, primary screen, biochemical, fluorescence, uHTS | AID 504720, 2011 | FAM/BHQ RNA-DNA oligo cleavage fluorescence, 5 h | 350,000 compounds, 0.32% hits | activation, % at 20 µM; in the data active = activation above about 50%
Target sequence (P0AE70 whole entry, looked up): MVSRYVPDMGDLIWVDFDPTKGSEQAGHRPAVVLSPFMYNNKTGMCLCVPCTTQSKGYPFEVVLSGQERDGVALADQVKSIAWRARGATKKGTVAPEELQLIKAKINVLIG
SARS 3CLpro inh = SARS-CoV 3CLpro protease inhibitors, primary screen, biochemical, quenched FRET. recombinant SARS-CoV 3CLpro, quenched FRET peptide cleavage. inhibition, % at 6 µM. 290,000 compounds, 0.14% hits; in the data active = inhibition above about 12%
BoNT A protease = BoNT/A light chain protease inhibitors, primary screen, biochemical, flow cytometry, MLPCN library; Botulinum neurotoxin type A light chain protease (Clostridium botulinum A str. ATCC 3502); multiplex microsphere protease substrate cleavage; inhibition, % at 10 µM; 360,000 compounds, 0.17% hits; also: plate controls were buffer without enzyme for full effect and enzyme alone for no effect
PriA SSB inh = inhibitors of Klebsiella pneumoniae PriA binding to SSB C-terminal tail, primary screen, biochemical, AlphaScreen; AlphaScreen SSBct-PriA binding, biotinylated peptide; PriA–SSB C-terminal tail interaction (Klebsiella pneumoniae); inhibition, % at 33 µM; 430,000 compounds, 0.6% hits; in the data active = inhibition mostly above about 37%, no sharp cut-off; inactive = mostly below about 20%;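 also: plate controls were negative control peptide for no effect and reference peptide for full effect; strong numbers were not always called active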
DUSP3 inh = VHR1 phosphatase inhibitors, primary screen, biochemical, absorbance, uHTS; recombinant VHR phosphatase, pNPP absorbance; AID 1654, 2009; Dual specificity protein phosphatase 3 (Homo sapiens), P51452; 290,000 compounds, 0.52% hits; inhibition, % at 13.3 µM; in the data active = inhibition above about 50%; also: some compounds called inactive have numbers as strong as hits
Target sequence (P51452 whole entry, looked up): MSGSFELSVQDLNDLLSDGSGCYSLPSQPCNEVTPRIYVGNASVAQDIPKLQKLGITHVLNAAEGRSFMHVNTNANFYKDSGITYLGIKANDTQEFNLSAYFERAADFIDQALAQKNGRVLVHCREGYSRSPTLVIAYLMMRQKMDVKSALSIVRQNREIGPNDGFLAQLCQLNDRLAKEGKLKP
CCHF vOTU inh = CCHFV vOTU protease inhibitors, primary screen, biochemical, Pep-AMC substrate, fluorescence; Crimean-Congo hemorrhagic fever virus L polyprotein viral ovarian tumor (vOTU) protease …; inhibition, % at 11.5 µM; 370,000 compounds, 0.55% hits; AID 651958, 2012; in the data active = inhibition above about 30%; also: 0% = vehicle wells with enzyme and 100% = no enzyme wells
* marks the source's active call; other numbers are inactive results; ? = inconclusive; · = not tested or not shown; & = joins results of further samples. Rule as the data show it, unless noted: active = inhibition above about 30%; inconclusive = no clear call, values can overlap the other calls; inactive = below that. Not all compounds are listed (hit frequency here may not be typical).

SMILES | PrPC TRFRET | Rv3671c inh | Anthrax LF prot | BoNT-F LC inh | MazEF act | SARS 3CLpro inh | BoNT A protease | PriA SSB inh | DUSP3 inh | CCHF vOTU inh
CCc1ccc(CNC(=O)CN2C(=O)COc3ccccc32)cc1 | -3 | 4 | 7 | -5 | -14 | 6 | 0.7 | -6 | -8 | -6
CC(Nc1ccc(N2CCOCC2)cc1)C(=O)N1c2ccccc2CC1C (centres undefined) | -2 | 1 | -6 | -24 | -1 | 3 | 0.0 | 21 | 27 | -1
O=C(Cn1cc([N+](=O)[O-])cn1)NCc1cc2ccccc2[nH]1 | 6 | 2 | 1 | 1 | -4 | -1 | -0.3 | -7 | 2 | -10
COc1ccc(C(=Cc2ccccc2[N+](=O)[O-])C(=O)O)cc1 | -6 | · | -7 | -9 | 3 | · | -0.5 | -6 | · | 8
Cc1noc(C)c1COc1cccc(C(=O)Nc2ccccc2)c1 | -7 | 2 | 0 | -6 | 3 | · | 1.0 | -10 | · | 25
Cc1cc(-c2ccc(/C=N/n3cnnc3)o2)ccc1Cl | -18 | -3 | -2 | -3 | 7 | 2 | -0.3 | · | 12 | 13
CCN(CC)S(=O)(=O)c1ccc(O)c(NC(=O)COc2ccc(S(=O)(=O)N3CCOCC3)cc2)c1 | 8 | · | -8 | -5 | 2 | · | -0.4 | 0 | · | -4
O=C(Nc1ccc(Cl)cn1)c1cccc2c(Br)cccc12 | 13 | -4 | -5 | ? | -5 | 7 | 0.0 | -12 | · | 0
CC(C)NC(=S)Nc1ccc(Oc2ccccc2)cc1 | 6 | -11 | -6 | -8 | -1 | -7 | -0.7 | -5 | 14 | -6
O=C(OCc1cn([C@@H]2C[C@H](c3ccc(Cl)cc3)N(Cc3cccs3)C[C@H]2O)nn1)c1ccccc1 | -4 | · | 4 | 3 | 7 | · | -0.1 | · | · | 8
C=C(C)COc1ccc2c(C)c(CCC(=O)NC3CC3)c(=O)oc2c1 | 7 | 0 | -1 | -11 | 7 | 4 | -2.6 | -17 | 6 | -96
COc1ccc2c(c1OC)C(=O)N1C2SC[C@H]1C(=O)NC1CC1 (some centres undefined) | 2 | 1 | -1 | -10 | 1 | -4 | -1.0 | -11 | 25 | -17
CC1CCCC(NC(=O)COC(=O)Cc2ccsc2)C1C (centres undefined) | 8 | 3 | 0 | 8 | 0 | -3 | 1.3 | -7 | 2 | 4
O=[N+]([O-])c1ccc(Oc2ccc(F)cc2)c2ccncc12 | -35 | 1 | -1 | 18 | 14 | 1 | 2.8 | -13 | -15 | 0
CN(C)Cc1c(O)ccc2c(-c3ccccc3)cc(=O)oc12 | -22 | -1 | -7 | -1 | -17 | 1 | -0.1 | 3&-12 | 20 | -8
CN1C(=O)c2ccccc2NC(=O)[C@]12O[C@@H]2c1ccccc1 | 1 | -5 | -3 | -3 | -8 | 2 | 0.2 | -7 | 3 | 1
CC[C@@]1(C(=O)OC)N[C@H](CN(C)C(=O)Nc2ccc(Cl)cc2)[C@@H]2C(=O)N(Cc3ccccc3)C(=O)[C@@H]21 | -3 | -1 | 1 | 5 | 4 | · | 0.1 | 4 | · | 1
CC1(c2ccccc2)CCC(=O)NC1 (centres undefined) | 5 | · | 0 | -2 | 4 | · | -0.6 | -5 | · | -19
CCOC(=O)C(=O)Nc1ccc(S(=O)(=O)Nc2nccc(C)n2)cc1 | -6 | · | -1 | -2 | 1 | · | -0.4 | · | · | 7
COc1ccc(F)c(CN2CCCC(CO)(Cc3cccc(Cl)c3)C2)c1 (centres undefined) | 4 | -3 | 5 | ? | -5 | 3 | ? | 0 | 11 | 7
CCN(CC)C(=O)c1c2c(nc3ccccc13)-c1ccccc1CC2 | -3 | 1 | 5 | -6 | 0 | 3 | 1.3 | -6 | -4 | 1
Cc1ccc(NC(=S)/C(=C(\[O-])c2ccc(F)cc2)[n+]2ccccc2)cc1 | 1 | 0 | 4 | -16 | 16 | 3 | 11 | · | 12 | 0
CC(C)(C)OC(=O)C[C@H]1C/C=C\C[C@H](CC(=O)NCCO)C(=O)NC[C@H](c2ccccc2)OC1=O | -2 | -1 | -4 | 7 | 1 | · | 0.3 | -3 | · | -10
Nc1ncnc2c1cnn2C1CCCCC1 | -10 | -4 | -8 | 4 | 7 | 2 | -0.6 | -4 | 9 | 4
Cc1ccc(C2c3[nH]c4ccccc4c3C[C@H]3C(=O)N(c4ccccc4C(=O)N4CCC[C@@H]4C(=O)O)C(=O)N23)cc1 (some centres undefined) | 3 | -6 | -9 | 6 | 0 | 5 | -0.9 | 6 | 0 | 5

Next part; the last 5 above are carried over.
SMILES | PrPC TRFRET | Rv3671c inh | Anthrax LF prot | BoNT-F LC inh | MazEF act | SARS 3CLpro inh | BoNT A protease | PriA SSB inh | DUSP3 inh | CCHF vOTU inh
CCN(CC)C(=O)c1c2c(nc3ccccc13)-c1ccccc1CC2 | -3 | 1 | 5 | -6 | 0 | 3 | 1.3 | -6 | -4 | 1
Cc1ccc(NC(=S)/C(=C(\[O-])c2ccc(F)cc2)[n+]2ccccc2)cc1 | 1 | 0 | 4 | -16 | 16 | 3 | 11 | · | 12 | 0
CC(C)(C)OC(=O)C[C@H]1C/C=C\C[C@H](CC(=O)NCCO)C(=O)NC[C@H](c2ccccc2)OC1=O | -2 | -1 | -4 | 7 | 1 | · | 0.3 | -3 | · | -10
Nc1ncnc2c1cnn2C1CCCCC1 | -10 | -4 | -8 | 4 | 7 | 2 | -0.6 | -4 | 9 | 4
Cc1ccc(C2c3[nH]c4ccccc4c3C[C@H]3C(=O)N(c4ccccc4C(=O)N4CCC[C@@H]4C(=O)O)C(=O)N23)cc1 (some centres undefined) | 3 | -6 | -9 | 6 | 0 | 5 | -0.9 | 6 | 0 | 5
O=C(COc1ccc(Cl)cc1Cl)N/N=C/CCc1ccccc1 | 9 | -3 | 1 | -2 | 2 | 4 | 1.6 | · | 28 | 3
COc1ccc(-n2ncc3c2CC(C)(C)CC3NC(=O)c2ccoc2C)cc1 (centres undefined) | 3 | -11 | -2 | -1 | 1 | -1 | 0.0 | 9 | 10 | 8
CC1CN(C(=O)c2c(Br)cnn2C)CC(C)O1 (centres undefined) | -5 | 2 | 1 | -9 | -3 | 4 | -0.7 | -13 | -4 | -2
Cc1nc(-n2nnc(CO)c2CO)nc2c1CCC2 | 9 | 2 | -2 | -3 | 1 | -2 | 1.2 | 3 | 8 | 16
CC(Nc1ccc2c(c1)OCCO2)C(=O)N1c2ccccc2CC1C (centres undefined) | 1 | 6 | 0 | -10 | -1 | 4 | 0.2 | 29 | 0 | 8
Cc1c(C)c2ccc(OCC(=O)N3CC[C@@]4(O)CCCC[C@H]4C3)cc2oc1=O | -4 | 1 | -2 | -7 | -6 | 0 | -0.2 | -24 | 33 | -33
CCC(c1nnnn1C(C)(C)C)N(Cc1ccco1)Cc1cc2cccc(C)c2[nH]c1=O (centres undefined) | 2 | -3 | 0 | 1 | 0 | 3 | 1.0 | 9 | -14 | 0
O=C1CN(C(=O)c2cc([N+](=O)[O-])ccc2Cl)C(c2ccccc2)c2cc(F)ccc2N1 (centres undefined) | -22 | 2 | -1 | -8 | 12 | 3 | -1.7 | 10 | 21 | 12
Cc1cc(C(=O)OCC(=O)NC2(C#N)CCCCC2)c(C)o1 | 1 | -1 | 0 | 1 | 0 | · | 0.1 | -2 | · | 21
Clc1ccc2[nH]cc(-c3nnnn3-c3ccccc3)c2c1 | 17 | -22 | -8 | -12 | 6 | -1 | -0.3 | -14 | 23 | 17
O=C(COC(=O)C(O)c1ccccc1)NC12CC3CC(CC(C3)C1)C2 (centres undefined) | -10 | -7 | -1 | 8 | -2 | 1 | -0.2 | -13 | 3 | -8
Cc1[nH]nc(SCC(=O)NC2CCCCC2)c1[N+](=O)[O-] | -7 | 2 | -1 | -6 | 6 | 0 | -0.3 | -12 | 54* | 12
O=C(c1n[nH]c2ccccc12)N1CCN(S(=O)(=O)c2ccccc2)CC1 | 9 | 0 | · | · | 6 | · | · | 4 | · | -1
Cc1ccc(S(=O)(=O)N2CCOCC2)cc1C(=O)N1CCCCCC1 | 2 | 2 | -1 | -2 | 4 | 3 | -0.4 | -10 | 6 | 7
Cc1c(O)cnc2nn(-c3ccccc3)c(=N)n12 | -2 | · | -6 | -3 | · | · | -0.5 | · | · | -49
CCCCNC(=O)C1c2ccccc2OCC(=O)N1Cc1ccccn1 (centres undefined) | 9 | · | 2 | 8 | · | · | -0.1 | · | · | 5
COc1cccc(N(C(=O)c2ccco2)c2nc(-c3sc(NC(=O)c4ccco4)nc3C)cs2)c1 | 8 | -16 | 4 | -4 | -7 | -2 | 0.2 | -22 | 12 | 7
Cc1c(NC(=O)CN2C(=O)NC(C)(c3ccc(Cl)cc3)C2=O)c(=O)n(-c2ccccc2)n1C (centres undefined) | 2 | 2 | 1 | -3 | 5 | · | -1.7 | -14 | · | -6
CC(=O)OC[C@@H]1CN(Cc2ccccc2)C[C@H](n2cnc3c(NCc4ccc(F)cc4)ncnc32)O1 | -4 | · | 2 | 6 | · | · | 0.3 | · | · | 12
O=c1[nH]c(=S)[nH]c(O)c1/C=N/N1CCOCC1 | 2 | 5 | 10 | -4 | 2 | 2 | -0.8 | · | -10 | 5
Fc1ccc(OCCCCCn2ccnc2)cc1 | 5 | 2 | · | · | 12 | -1 | · | -7 | 11 | -3
COCc1cc(CNC(=O)C2CCC(=O)N(Cc3cccc(OC)c3)C2)[nH]n1 (centres undefined) | 0 | · | 0 | -7 | 1 | 4 | -0.4 | -4 | 21 | -7
O=C(O)c1cc(-c2ccc3c(c2)OCO3)nc2ccc(Br)cc12 | 13 | -14 | -3 | -6 | -2 | 7 | 0.4 | 0 | 24 | 1
CCC(Sc1ncnc2sc(C)c(C)c12)C(=O)OC (centres undefined) | 80* | 0 | 4 | -6 | -21 | 1 | 1.7 | -26 | 23 | 1
